TrxR1 inh: inhibitors of rat thioredoxin reductase 1; Potency, µM (top dose mostly 114 µM), for the others: top-dose activity change, negative = inhibition, actives largely listed as inhibitors; 390,000 compounds, 1% hits; recombinant rTrxR1, NADPH fluorescence consumption, selenite substrate; also: % is scaled to controls: 0 for no effect and ±100 for the full control effect; nearly all actives have a fitted effect of over 65% in size
Target sequence (O89049 whole entry, looked up): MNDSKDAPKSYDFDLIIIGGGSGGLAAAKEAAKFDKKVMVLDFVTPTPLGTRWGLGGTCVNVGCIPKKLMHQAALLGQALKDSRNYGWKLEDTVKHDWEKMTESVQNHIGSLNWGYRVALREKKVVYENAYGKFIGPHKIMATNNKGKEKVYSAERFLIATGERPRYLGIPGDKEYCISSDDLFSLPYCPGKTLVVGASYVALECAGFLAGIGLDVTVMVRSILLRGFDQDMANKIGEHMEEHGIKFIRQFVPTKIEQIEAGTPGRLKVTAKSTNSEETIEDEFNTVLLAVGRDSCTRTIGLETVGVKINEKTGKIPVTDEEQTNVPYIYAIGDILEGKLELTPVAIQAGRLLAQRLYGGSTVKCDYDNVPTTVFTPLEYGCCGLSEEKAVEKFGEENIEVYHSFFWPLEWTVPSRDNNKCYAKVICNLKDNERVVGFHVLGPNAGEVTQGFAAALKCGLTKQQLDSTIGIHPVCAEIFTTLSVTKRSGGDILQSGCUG
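Rat TrxR1 (90 nM in the dispensed reagent) was pre-reduced with 400 uM NADPH for 5 min at room temperature, then incubated with compound for 15 min. After 400 uM selenite was added, NADPH fluorescence (Ex 340/Em 450 nm) was followed for 8 min.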
Vif-APOBEC3F blk: blocks the Vif interaction with APOBEC3F; 390,000 compounds, 0.2% hits; HeLa A3F-eYFP + Vif (tagged APOBEC3F with the HIV-1 protein that degrades it), YFP fluorescence increase; AID 602313; Potency, µM (series often up to 46.1 µM), inactives show at the highest dose activity, negative = active; also: % of control where 0% means no effect; nearly all actives have a fitted effect of over 65% in size
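Fluorescence increase (Ex 488/Em 500-530) after overnight compound treatment at 37 deg C flags inhibition of Vif-driven A3F-eYFP loss in stable HeLa A3F-eYFP/Vif cells seeded overnight beforehand.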
12-LOX inh: inhibitors of human 12S-lipoxygenase ALOX12. purified 12hLO, xylenol orange hydroperoxide absorbance. Potency, µM (top dose mostly 108 µM), for inactives: top-dose activity change, negative = inhibition, actives largely listed as inhibitors. 580,000 compounds, 1.1% hits. AID 1671190; also: % is scaled to controls: 0 for no effect and ±100 for the full control effect
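Purified human 12hLO at 150 nM in 25 mM Hepes, 0.01% Triton X-100, pH 7.0, preincubated 15 min at room temperature with compound. Reaction started with 40 uM arachidonic acid, 30 min at room temperature. Hydroperoxide measured by Fe-xylenol orange, 573/405 nm absorbance ratio.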
Vif-APOBEC3G blk: blocks the Vif interaction with human APOBEC3G | HeLa A3G-eYFP + Vif (tagged APOBEC3G with the HIV-1 protein that degrades it), YFP fluorescence, overnight | Potency, µM (series often up to 46.1 µM), inactives show top-dose activity, negative = active, usual class: inhibitors | 410,000 compounds, 0.076% hits | AID 602310;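 also: % is scaled to controls: 0 for no effect and ±100 for the full control effect; nearly all actives have a fitted effect of over 60% in size; hits raise eYFP signal because A3G escapes Vif-driven loss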
Target sequence (Q9HC16 whole entry, looked up): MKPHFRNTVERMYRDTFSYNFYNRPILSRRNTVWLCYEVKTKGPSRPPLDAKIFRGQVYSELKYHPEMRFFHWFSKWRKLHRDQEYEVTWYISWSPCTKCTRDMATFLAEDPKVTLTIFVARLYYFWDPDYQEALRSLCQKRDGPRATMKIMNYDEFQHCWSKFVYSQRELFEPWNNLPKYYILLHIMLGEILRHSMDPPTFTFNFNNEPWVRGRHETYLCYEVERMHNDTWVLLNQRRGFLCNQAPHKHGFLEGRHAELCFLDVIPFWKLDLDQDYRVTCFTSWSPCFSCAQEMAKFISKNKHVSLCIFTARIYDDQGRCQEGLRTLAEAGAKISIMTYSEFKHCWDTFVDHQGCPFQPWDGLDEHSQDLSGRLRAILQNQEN
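Read-out is eYFP fluorescence (Ex 488/Em 500-530) from Vif-expressing HeLa A3G-eYFP cells; more signal means A3G escaped Vif-mediated degradation. Cells plated overnight, compound pinned in, incubated overnight at 37 deg C.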
USP1 inh: blocks the human USP1/UAF1 deubiquitinase complex | recombinant USP1/UAF1, Ub-Rhodamine cleavage fluorescence | Potency, µM (doses to about 57.1 µM), inactives show at the highest dose activity change, negative = inhibition, usual class: inhibitors | 390,000 compounds, 0.23% hits; also: % is scaled to controls: 0 for no effect and ±100 for the full control effect; nearly all actives have a fitted effect of over 60% in size; inactives centre near -12
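High-throughput fluorogenic screen: 1nM USP1/UAF1 complex, Ub-Rho substrate 150nM final, 50mM HEPES pH 7.8 with 0.5mM EDTA, 0.1 mg/ml BSA, 1mM TCEP and 0.01% Tween-20.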
IDH1 R132H inh: inhibitors of human mutant IDH1 R132H; O75874; IDH1-R132H enzyme, NADPH consumption, diaphorase/resazurin fluorescence; Potency, µM (highest dose often 76.6 µM), inactives show at the top dose activity change, negative = inhibition, actives largely listed as inhibitors; AID 602179; 390,000 compounds, 0.093% hits; also: % is scaled to controls: 0 for no effect and ±100 for the full control effect; nearly all actives have a fitted effect of over 65% in size
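IDH1-R132H (0.5 ug/mL) preincubated 30 min with compound, then NADPH (0.016 mM) and alpha-KG (2 mM) added; 80 min at RT, pH 7.5. Remaining NADPH coupled via diaphorase/resazurin to fluorescence (540/590 nm); concentration-response curves normalized to no-enzyme control.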
RGS4 inhibitor: human RGS4 inhibition. P49798. Transcreener GDP fluorescence polarization, RGS4-accelerated GTP hydrolysis. Potency, µM (highest dose often 114 µM), without a hit: top-dose activity change, negative = inhibition, hits mostly inhibitors. 390,000 compounds, 0.039% hits. AID 504845; also: % is scaled to controls: 0 for no effect and ±100 for the full control effect; nearly all actives have a fitted effect of over 75% in size; some results filed as inactive show a strong effect at the top dose
Target sequence (P49798 whole entry, looked up): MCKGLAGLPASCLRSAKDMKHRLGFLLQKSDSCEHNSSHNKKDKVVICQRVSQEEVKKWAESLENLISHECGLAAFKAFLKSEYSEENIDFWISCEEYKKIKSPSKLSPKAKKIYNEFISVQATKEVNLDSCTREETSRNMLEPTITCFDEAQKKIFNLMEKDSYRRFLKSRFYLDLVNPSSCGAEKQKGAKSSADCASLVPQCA
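MLSMR compounds (23 nl, pin-transferred) preincubated 10 min at room temperature with a 500nM (2x) first reagent, then RGS4 at 900nM (2x) plus Transcreener GDP mix added; fluorescence polarization (620/688 nm) read before and after 90 min at 30 °C.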
RXFP1 agonist: activates the human relaxin receptor RXFP1; AID 2676; Potency, µM (doses to about 57.5 µM), without a hit: at the top dose activation, hits mostly activators; Q9HBX9; HEK293T-RXFP1 cAMP TR-FRET, 30 min; response scale: percent of porcine relaxin response, buffer zero; 370,000 compounds, 0.3% hits; also: % is scaled to controls: 0 for no effect and ±100 for the full control effect; nearly all actives have a fitted effect of over 60% in size; many of its hits are not listed in these tables
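HEK293 cells stably expressing RXFP1, treated 30 min at 37C with compounds plus PDE4 inhibitor Ro 20174; cAMP measured by HTRF TR-FRET. Normalized to buffer and 29 nM porcine relaxin; EC50 by Hill fit.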
TrxR1 substrate: substrates of rat thioredoxin reductase 1 | purified TrxR1 substrate turnover, NADPH consumption readout | AID 588456 | Potency, µM (titrated, usually from 114 µM), for inactives: at the highest dose activity change, negative = substrate turnover | O89049 | 390,000 compounds, 0.01% hits; also: % is scaled to controls: 0 for no effect and ±100 for the full control effect; nearly all actives have a fitted effect of over 50% in size
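Rat TrxR1, dispensed at 90 nM, was prereduced with 400 uM NADPH (final) for 5 min at ~22 deg C, then incubated with compound 15 min before 400 uM selenite. A first-read NADPH fluorescence drop versus no-compound background flagged substrates.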
* marks the source's active call; other numbers are inactive results; i = inactive; ? = inconclusive; · = not tested or not shown; & = joins results of further samples; [ ] = dose if it differs, or a comment. Calls follow the shape of the dose curve; as a rule, active = well fitted curve in the direction sought with a large enough effect; inconclusive = small, poorly fitted or top-dose-only effect, or another doubt; inactive = no such curve, though single readings can be large; an effect the other way counts as inactive or inconclusive. Potency is read from the fitted curve at half-maximal effect. Some of the compounds tested. The share of hits here may be higher or lower than overall.

structure	TrxR1 inh	Vif-APOBEC3F blk	12-LOX inh	Vif-APOBEC3G blk	USP1 inh	IDH1 R132H inh	RGS4 inhibitor	RXFP1 agonist	TrxR1 substrate
O=C(O)C1(c2ccccc2)CCC(Nc2ccccc2)C1 (stereo not given)	27%	14%	-4%	0%	-19%	-11%	3%	1.2%	3%
Cc1ccc(OCC(=O)Nc2nnc(-c3ccco3)s2)cc1	17%	-5%	2%	-1%	-8%	0%	-18%	9.1%	10%
COc1cccc(C(=O)NC2CCN(CC(=O)Nc3nccs3)CC2)c1	-26%	3%	-9%	-1%	-5%	7%	-16%[56.9 µM]	-0.5%	-6%
COC(=O)C1=CO[C@@H](C)[C@H]2CN3CCc4c([nH]c5ccccc45)[C@@H]3C[C@H]12	10%	-1%	-4%	-4%	-12%	37%[activator]	-7%	0.0%	2%
NC(=O)N/N=C/c1sc(=O)n(-c2ccccc2)c1Cl	-67%	?	282%[activator]	-28%	-11%	3%	?	1.2%	-6%
Cc1ccc(CNC(=O)CCC(=O)N2CC(C)Oc3ccc(Cl)cc32)cc1 (stereo not given)	-3%[57.1 µM]	-4%	22%	2%	-17%	9%	-8%	2.1%	-5%
O=C(N/N=C/c1ccncc1)NC12CC3CC(CC(C3)C1)C2	21%	0%	0%	4%	-21%	7%	26%	0.9%	-1%
CC(C)(C)OC(=O)N1CCC(c2c(C(=O)NCCN3CCOCC3)cnn2-c2ccc(F)cc2F)CC1	8%	2%	-11%	-4%	1%	5%	2%	0.5%	-3%
O=C(NCCc1nnc2ccc(SCC(=O)N3CCCC3)nn12)c1ccccc1	-11%	3%	90%[activator]	2%	-27%	-3%	-9%	?	2%
O=C(CN(Cc1ccccc1)S(=O)(=O)c1ccccc1)N/N=C/c1ccc([N+](=O)[O-])cc1	-6%	-6%	2%	1%	-17%	4%	-6%	-0.9%	-11%
COC(=O)c1cn(C(=O)OC)c2ccccc12	-8%	-9%	-13%	2%	2%	0%	-25%	-1.7%	-10%
Cc1cc(C)c2c(=O)cc(C(=O)Nc3sc4c(c3C#N)CCCC4)oc2c1	13%	-10%	?	-5%	-5%	-1%	7%	0.0%	6%
CCN1CCc2c(sc(-n3cccc3)c2C(C)NC(=O)Nc2ccccc2C)C1 (stereo not given)	-18%	?	1%	-14%	-17%	4%	7%	14%	-6%
COc1cccc(N=c2oc3cc(O)ccc3cc2C(=O)NCC2CCCO2)c1 (stereo not given)	24%	-19%	-8%	-22%	-22%	7%	-5%	1.7%	65%[activator]
O=C(c1ccc(Cl)s1)N1CCCC(N2CCN(c3ccc(F)cc3)CC2)C1 (stereo not given)	8%	-10%	-19%	-1%	-12%	-7%	6%	0.8%	-2%
c1cncc(C(c2nnnn2C2CCCCC2)N2CCN3CCCC3C2)c1 (stereo not given)	-8%	·	-14%	1%	-11%	3%	-20%	1.2%	11%
CC#CCN1c2ccccc2[C@]23C[C@@H](C(=O)OC)N(C(=O)NC(C)(C)C)C2=NC(C(=O)OC)=C(C(=O)OC)[C@H]13	13%	-2%	-29%	1%	?	9%	-11%	·	-1%
CCc1nnc2c(NCc3ccccc3OC)nc3ccccc3n12	3%	7%	-5%	1%	?	20%	5%	1.5%	0%
Cc1ccc(OCC(=O)N/N=C/c2cccnc2)cc1C	-8%	4%	?	-1%	?	6%	6%	2.7%	-3%
CC(C)[C@H](NC(=O)NCc1ccco1)C(=O)O	-4%	-3%	-11%	1%	-2%	0%	-8%	0.6%	-9%

The last 2 compounds of the section above are carried over, then new ones follow.
structure	TrxR1 inh	Vif-APOBEC3F blk	12-LOX inh	Vif-APOBEC3G blk	USP1 inh	IDH1 R132H inh	RGS4 inhibitor	RXFP1 agonist	TrxR1 substrate
Cc1ccc(OCC(=O)N/N=C/c2cccnc2)cc1C	-8%	4%	?	-1%	?	6%	6%	2.7%	-3%
CC(C)[C@H](NC(=O)NCc1ccco1)C(=O)O	-4%	-3%	-11%	1%	-2%	0%	-8%	0.6%	-9%
COc1ccc(CNS(=O)(=O)c2ccc3c(c2)N(C)CCO3)cc1	29%	5%	14%	1%	-8%	-1%	-1%	-1.2%	-3%
CCC[C@@H](CN1CCC[C@H]1CN1C(N)=NC[C@H]1CC(C)C)N1C[C@@H]([C@H](C)CC)N(CCc2ccc(Cl)c(Cl)c2)C1=N	20%	1%	-20%	2%	-2%	10%	13%	·	6%
O=S(=O)(Nc1ccccc1N1CCCCC1)c1ccc(Cl)s1	-13%	-9%	0%[57.4 µM]	8%	?	26%	-49%[11.4 µM]	0.2%	-9%
O=c1[nH]cc(S(=O)(=O)N2CCN(c3cccc(Cl)c3)CC2)c(=O)[nH]1	-2%	6%	14%	0%	-18%	5%	-4%	-0.6%	2%
CCC(=O)Nc1nc2ccccc2n1Cc1ccc(Cl)cc1	20%	-2%	19%	-7%	-1%	3%	24%[56.9 µM]	1.4%	-1%
O=c1c2sc3ccccc3c2n(Cc2ccccc2)c(=O)n1CCc1ccccc1	17%	-9%	-8%	-3%	-8%	1%	-6%	-0.2%	9%
CCCC(=O)Nc1ccc(NC(=O)c2ccccc2Cl)nc1	3%	-2%	75%[activator][57.4 µM]	-17%	-9%	3%	-11%	2.1%	-3%
COC(=O)c1sc(-c2ccccc2)cc1NC(=O)c1ccccc1	-13%	-22%	-30%	-5%	-13%	6%	-14%	0.2%	-13%
COc1ccc2[nH]c(C(=O)N3CCN(Cc4ccccc4)CC3)cc2c1OC	8%	6%	-25%&17%	-1%	-11%	0%	-12%[56.9 µM]	0.5%	3%
Cc1cccc(N2CCN(C(=O)c3cnn4c(C(F)F)cc(-c5ccccc5)nc34)CC2)c1C	28%	-6%	7%	-3%	-22%	3%	5%	0.8%	3%
Cc1ccc(S(=O)(=O)N2c3ccccc3NC(=O)C2CC(=O)Nc2ccccc2)cc1 (stereo not given)	12%	-3%	i	-1%	-7%	13%	67%[activator]	2.9%	10%[57.1 µM]
Cc1nc(N(C)C)ncc1C(=O)O	10%[57.1 µM]	-7%	0%	2%	-17%	-2%	32%	1.1%	15%
Cc1cc(C(=O)NCC(c2ccco2)N(C)C)no1 (stereo not given)	1%	-12%	-7%	2%	-25%	-1%	2%	1.1%	12%
Nc1nc2nonc2nc1N	17%[11.4 µM]	0%	187%[activator]	-3%	-8%	4%	-45%	0.0%	11%[57.1 µM]
COc1ncccc1C(=O)N1CCCC(C(=O)c2cccc(OC(C)C)c2)C1 (stereo not given)	5%[57.1 µM]	4%	7%	1%	-4%	10%	6%	-0.4%	2%[57.1 µM]
COc1ccc(C(=O)C2CCCN(Cc3cnc(N4CCCC4)s3)C2)cc1OC (stereo not given)	7%	1%	0%	0%	-4%	2%	-1%	0.8%	0%
CCc1nnc(NC(=O)c2cc3c(s2)CCCCC3)s1	12%	0%	0%	0%	-3%	5%	-38%	·	-4%
CCCc1noc(-c2ccc(-c3ccccc3)cc2)n1	12%[57.1 µM]	6%	0%	0%	-2%	6%	20%	0.1%	15%[57.1 µM]
O=C(COC(=O)CSc1cc(Cl)ccc1Cl)NCc1ccc2c(c1)OCO2	22%	3%	0%	-1%	-27%	-4%	-19%[11.4 µM]	-0.7%	0%
CCn1c(COc2ccc(=O)n(-c3ccccc3)n2)nnc1SCc1ccccc1C	3%	5%	0%	-1%	-8%	4%	-19%	1.5%	-1%
O=C(COc1ccccc1)NCc1ccco1	2%	3%	0%	2%	0%	-5%	-14%	·	2%
CC(C)c1nc(SCC(=O)Nc2ccc([N+](=O)[O-])cc2Br)n[nH]1	18%[57.1 µM]	-2%	?	0%	-11%	9%	-30%	-5.4%	7%[57.1 µM]
CCc1nnc(NC(=O)CCC(=O)NC2CCCC2)s1	27%	-3%	2%	-2%	-20%	-4%	9%	3.9%	5%
O=C(Sc1ccc(Cl)cc1)c1cccc(Cn2cc(C(F)(F)F)ccc2=O)c1	-21%	4%	262%[activator]	-3%	-9%	4%	-15%	3.4%	-1%
Cc1ccc(NS(=O)(=O)c2cc(C(=O)NCCSc3ccc(C)cc3)ccc2C)cc1	7%[57.1 µM]	-13%	-20%	1%	-19%	-2%	1%	0.7%	-3%
COc1ccc(S(=O)(=O)N2CCC(C(=O)Nc3ccc(S(=O)(=O)N4CCCC4)cc3)CC2)cc1OC	23%[57.1 µM]	-3%	3%	-1%	-9%	-3%	10%	0.1%	9%[57.1 µM]
Cc1nnc(NC(=O)Nc2ccc(Cl)c(Cl)c2)s1	-3%	-12%	11%	1%	-16%	1%	5%	0.3%	-8%
Cc1cc(C)c(S(=O)(=O)N2CCCC(C(=O)NCCC3=CCCCC3)C2)c(C)c1 (stereo not given)	21%	-13%	-17%	1%	-14%	0%	41%	1.9%	5%
COc1ccc(NC(=O)CSCC(=O)N(C)CCOc2ccc(Cl)cc2)cc1	6%	3%	-26%	0%	-21%	3%	-10%	1.6%	4%

Assay outcomes deposited in PubChem by National Center for Advancing Translational Sciences (NCATS).
